Screening results as filed in PubChem.
HTT aggregate – mutant huntingtin aggregation inhibition | 220,000 tested, 1.1% active | PC12 HttQ103-GFP aggregates, Acumen cytometry, 40 h | Potency, µM (top dose mostly 46.1 µM), for the others: top-dose activity change, negative = inhibition, actives largely listed as inhibitors; also: potency is read from the fitted curve at half-maximal effect; % is scaled to controls: 0 for no effect and ±100 for the full control effect; nearly all actives have a fitted effect of over 60% in size
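Aggregates are detected as GFP objects 1–25 µm with signal 6 STDEV over background in lysates of induced PC12 cells. These carry Huntingtin exon 1 with 103 glutamines fused to GFP under an ecdysone promoter; compounds titrated.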
Epigenetic reg – epigenetic control regulation, reporter derepression | murine LDR cells, GFP reporter derepression, 30 h | 280,000 tested, 0.2% active | Potency, µM (top dose mostly 53.9 µM), inactives show at the top dose GFP activation, actives largely listed as activators; also: potency is read from the fitted curve at half-maximal effect; % of control where 0% means no effect; nearly all actives have a fitted effect of over 60% in size
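Murine LDR cells bearing a silenced CMV-driven GFP reporter were exposed to compound for 30 h at 37 C. After PBS washes, GFP-positive cells (20-120 um objects) counted by laser-scanning microplate cytometry.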
Luc counter – blocks Kinase-Glo luciferase, a counter-screen artifact; Q27757; Kinase-Glo luciferase, ATP luminescence, 8 min; Potency, µM (top dose mostly 38.3 µM), inactives show top-dose activity change, negative = inhibition, actives largely listed as inhibitors; 200,000 tested, 0.28% active; AID 1379; also: potency is read from the fitted curve at half-maximal effect; % is scaled to controls: 0 for no effect and ±100 for the full control effect; nearly all actives have a fitted effect of over 60% in size
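Compound is pinned into ATP-containing buffer (10 uM ATP, imidazole pH 7.2, 7 mM MgCl2). Kinase-Glo luciferase reagent is then added. Light output is recorded following an 8-min room-temperature incubation.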
CBFb RUNX1 block – CBF-beta/RUNX1 interaction disruption. AID 1477. AlphaScreen CBFb-His/RUNX1-biotin binding, biochemical. Q01196+Q13951. 230,000 tested, under 10 active. Potency, µM (series often up to 59.8 µM), without a hit: at the highest dose activity, negative = inhibition, most hits filed as inhibitors; also: % of control where 0% means no effect
Target sequence (Q01196 whole entry, looked up): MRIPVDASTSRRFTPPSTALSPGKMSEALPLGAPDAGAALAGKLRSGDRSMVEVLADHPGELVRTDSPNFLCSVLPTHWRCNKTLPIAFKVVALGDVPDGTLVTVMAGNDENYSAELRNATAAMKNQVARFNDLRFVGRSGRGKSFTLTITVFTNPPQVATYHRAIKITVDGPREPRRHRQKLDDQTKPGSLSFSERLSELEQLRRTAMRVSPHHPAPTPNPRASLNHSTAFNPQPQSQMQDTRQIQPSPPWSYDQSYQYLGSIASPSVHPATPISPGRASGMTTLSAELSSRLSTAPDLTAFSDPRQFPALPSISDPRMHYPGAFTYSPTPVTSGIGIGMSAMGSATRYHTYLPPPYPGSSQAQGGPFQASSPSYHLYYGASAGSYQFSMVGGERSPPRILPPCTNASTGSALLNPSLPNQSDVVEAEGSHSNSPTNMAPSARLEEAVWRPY
Target sequence (Q13951 whole entry, looked up): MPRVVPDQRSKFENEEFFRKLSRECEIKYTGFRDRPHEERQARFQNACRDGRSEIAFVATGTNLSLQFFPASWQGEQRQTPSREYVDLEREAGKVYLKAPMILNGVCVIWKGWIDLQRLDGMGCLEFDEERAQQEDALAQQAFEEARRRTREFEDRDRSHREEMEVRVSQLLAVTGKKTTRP
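CBF-beta (His) and RUNX1 (biotin), 30 nM each; 20 min preassociation; + compound, 15 min; + beads 50 ng each (Ni, streptavidin), 90 min; RT; AlphaScreen read.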
IMPase Li inh – cell-permeable IMPase inhibitors with lithium potentiation. CHO-M1 cells, IP1 TR-FRET (IP-One), carbachol + lithium. Potency, µM (top dose mostly 59.4 µM), inactives show top-dose activity, negative = IMPase inhibition, most hits filed as inhibitors. 210,000 tested, 0.35% active;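 also: IP1 builds up when IMPase is blocked and the TR-FRET signal falls; potency is read from the fitted curve at half-maximal effect; plate controls were basal vehicle for no effect and high inhibitor control for full effect; nearly all actives have a fitted effect of over 50% in size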
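Readout is a homogeneous TR-FRET IP1 immunoassay (Ex 320, Em 665 and 620), where raised cytosolic IP1 lowers signal. Cells were CHO-M1 treated 30 min at 37C with test compounds plus a little lithium; AC50 values came from Hill-equation fitting.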
LMNA splice mod – changes lamin A minigene splicing in HeLa cells. HeLa LMNA splicing GFP/RFP minigene ratio, 48 h. Potency, µM (doses to about 46.1 µM), for inactives: top-dose ratio change, negative = inhibition, usual class: inhibitors. 200,000 tested, 0.01% active. AID 1487; active = well fitted inhibition curve with a large enough effect in the signal ratio, with a control signal flat, not every such curve was filed as active; inconclusive = small, poorly fitted or top-dose-only effect, or effect the other way, or a change in a side signal; the % refers to the signal ratio; also: potency is read from the fitted curve at half-maximal effect; % is scaled to controls: 0 for no effect and ±100 for the full control effect
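S3 HeLa stable clones carrying a lamin A-EGFP splicing minigene plus DsRed2 were seeded at 600 cells/well in Opti-MEM with 2% FBS, pin-dosed and incubated 48 h at 37°C. Acumen cytometry (488 nm) gave the GFP/RFP total-intensity ratio.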
NPSR antag – neuropeptide S receptor (human) antagonism, cAMP; CHO-NPSR cells, cAMP TR-FRET, antagonist mode; Potency, µM (titrated, usually from 38.3 µM), without a hit: top-dose activity change, negative = inhibition, actives largely listed as inhibitors; 220,000 tested, 1% active; AID 1461; also: potency is read from the fitted curve at half-maximal effect; % is scaled to controls: 0 for no effect and ±100 for the full control effect; nearly all actives have a fitted effect of over 50% in size; many of its hits are not listed in these tables
Target sequence (Q6W5P4 whole entry, looked up): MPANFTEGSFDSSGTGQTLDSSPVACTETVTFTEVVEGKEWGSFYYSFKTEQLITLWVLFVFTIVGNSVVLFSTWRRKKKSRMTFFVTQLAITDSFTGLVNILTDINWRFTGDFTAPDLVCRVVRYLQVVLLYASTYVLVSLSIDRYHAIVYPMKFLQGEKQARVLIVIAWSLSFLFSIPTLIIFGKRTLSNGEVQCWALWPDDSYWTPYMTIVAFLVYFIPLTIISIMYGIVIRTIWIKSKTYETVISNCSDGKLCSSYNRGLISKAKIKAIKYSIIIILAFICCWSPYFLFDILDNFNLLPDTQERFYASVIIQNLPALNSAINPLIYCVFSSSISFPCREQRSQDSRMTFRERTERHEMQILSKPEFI
Numbers without * were called inactive; ? = inconclusive; . = not tested or not shown; [ ] = remark or other dose. Unless noted, calls follow the shape of the dose curve; as a rule, active = well fitted curve in the direction sought with a large enough effect; inconclusive = small, poorly fitted or top-dose-only effect, or another doubt; inactive = no such curve, though single readings can be large; an effect the other way counts as inactive or inconclusive. A portion of the library (hit frequency here may not be typical).

SMILES | HTT aggregate | Epigenetic reg | Luc counter | CBFb RUNX1 block | IMPase Li inh | LMNA splice mod | NPSR antag
CCOC(=O)C1CCN(c2ccc(C(=O)O)cc2[N+](=O)[O-])CC1 | 0% | 1.0% | 1% | -1% | -8% | 0% | -13%[46.1 µM]
CC1(C)C2CCC(C2)C1(C)NC(=O)CN1CCOCC1 (configuration not stated) | -3% | -5.7% | . | 7% | . | 2% | -5%[46.1 µM]
Cc1ccc(C(=O)OCC(=O)Nc2ncc(Cl)cc2Cl)cc1NC(=O)c1ccco1 | -7% | -4.5% | -1% | -6% | 33%[activator][38.3 µM] | 18% | -13%[46.1 µM]
CN(C)CCCn1c(=O)n(CCc2ccccc2)c(=O)c2c3c(sc21)CCCCC3 | -20%[9.22 µM] | -0.5% | . | -3% | . | . | -20%
COC(=O)c1ccc(NC(=O)CN2C(=O)CCC2=O)cc1 | -7%[9.22 µM] | -2.8% | 3% | 5% | -6%[38.3 µM] | 3% | -22%[46.1 µM]
Cc1ccc2nc(N(CCCN(C)C)C(=O)c3ccc4c(c3)CCCC4)sc2c1 | -17% | 0.0% | 1% | -14% | 22% | -11% | -2%[46.1 µM]
Cn1cc(Br)c(C(=O)Nc2ncc(Br)s2)n1 | 2%[9.22 µM] | -0.7%[10.1 µM] | -11% | -1% | -25% | ? | -19%
COc1cc(/C=c2\sc3nc(-c4ccncc4)nn3c2=O)ccc1OC(C)=O | ? | -0.1% | 4% | -2% | 7%[38.3 µM] | -7% | -15%[46.1 µM]
COc1ccc2c(c1OC)C(=O)N(c1ncn[nH]1)C2 | -12% | -3.0% | 1% | 24% | 11%[38.3 µM] | 6% | -6%[46.1 µM]
CCc1cc2c(SCC#N)ncnc2s1 | -17% | -1.6% | 2% | 2% | 0% | -17%[46 µM] | 20%
Cc1oc(-c2cccc(Cl)c2)nc1CN1CCCC(C(=O)NCCCN2CCOCC2)C1 (configuration not stated) | -7% | 0.0% | -3% | 4% | 26%[38.3 µM] | 8% | -6%[46.1 µM]
Cc1ccc(C(=O)Cn2cccn2)cc1 | 4% | -0.4% | -1% | -1% | 3% | 27%[46 µM] | 6%
O=C(COc1ccc(Cc2ccccc2)cc1)c1ccc(F)cc1 | -5% | 2.6% | 0% | ? | 8% | ? | -6%[46.1 µM]
COc1ccc(OC)c(-c2csc(NC(=O)c3ccc4c(c3)OCO4)n2)c1 | 2% | 4.1% | 1% | -9% | 3% | 0%[46 µM] | -23%
OC(c1ccccn1)c1c[nH]c2ccccc12 (configuration not stated) | -14% | -1.0% | -2% | -1% | -6%[38.3 µM] | 2% | 2%[46.1 µM]
CC1(C)OCC(CSC2=C(SCC3COC(C)(C)O3)C(=O)c3ncccc3C2=O)O1 (configuration not stated) | . | 14% | -8% | . | 49%[activator] | . | .
CC(=O)c1sc(NC(=O)COc2ccc(C)c(C)c2)nc1C | -9% | 1.1% | -3% | 2% | -27% | 0% | -17%
Cc1cc(C)nc(NS(=O)(=O)c2ccc(NS(=O)(=O)c3ccccc3)cc2)n1 | -6%[9.22 µM] | -2.4% | 5% | 3% | -11%[38.3 µM] | 1% | -11%[46.1 µM]
COC(=O)c1ccc(CNC(=O)COC(=O)C2CCC(C(C)(C)C)CC2)cc1 (configuration not stated) | 29% | 0.0% | 2% | 9% | -1% | 0% | -6%
COc1ccc(C2CC(=O)c3cnc(N4CCN(Cc5ccccc5)CC4)nc3C2)cc1 (configuration not stated) | ? | -2.5% | 0% | -1% | 34%[activator][38.3 µM] | ? | -16%[46.1 µM]
Cn1ccnc1C(=O)c1ccc(S(=O)(=O)N2CCCC2)cc1 | 1% | 0.0% | -3% | 3% | 2% | . | -2%
c1ccc(CCc2nn3c(Cc4ccccc4)nnc3s2)cc1 | 2% | -1.1% | -2% | 0% | 22%[38.3 µM] | 10% | -9%[46.1 µM]
O=S(=O)([N-]c1nc2ccccc2nc1-[n+]1ccccc1)c1ccc(Cl)cc1 | 10% | -0.9% | -1% | -1% | -5%[38.3 µM] | 8%[0.0737 µM] | -1%[46.1 µM]
CCCc1cc(=O)[nH]c(Nc2ccc(OC)c(Cl)c2)n1 | -18% | -0.2% | 1% | 3% | 19%[38.3 µM] | -3% | 2%[46.1 µM]
CCCC(=O)Nc1nc2ccc(C(=O)OCC)cc2s1 | -16% | -0.2% | -3% | 11% | 34%[activator][38.3 µM] | -11% | 16%[46.1 µM]
SMILES | HTT aggregate | Epigenetic reg | Luc counter | CBFb RUNX1 block | IMPase Li inh | LMNA splice mod | NPSR antag
O=C(Nc1ccccc1C(=O)N1CCCC1)C1COc2ccccc2O1 (configuration not stated) | 14% | 1.1% | -5% | 9% | 2% | -11%[9.22 µM] | 5%
Cc1ccc2nc(-c3ccccc3)c(-c3ccccc3)nc2c1 | 7%[9.22 µM] | 0.0% | -2% | ? | 23% | -21%[46 µM] | 34%
CC(/C=N\NC(=O)Cn1cncn1)=C/c1ccc(C(C)C)cc1 | 0%[9.22 µM] | -1.0% | . | 1% | . | . | 11%
O=C(O)Cc1c(-c2ccccc2Cl)c2cc(Br)ccc2[nH]c1=O | -8%[9.22 µM] | -0.3% | . | 2% | . | . | 7%[7.67 µM]
CC(=O)c1sc(C(C)(C)C)cc1NC(=O)c1ccccc1C(=O)O | 8%[9.22 µM] | -4.8% | . | 3% | . | . | ?
CCOC(=O)Cc1csc(NC(=O)CSc2nncn2C)n1 | 9% | 2.9% | 1% | -10% | 0% | -10% | -10%[46.1 µM]
NC(=O)CSc1nnc(C2CC2)n1Cc1ccccc1 | 15% | 5.2% | 2% | 4% | -13%[38.3 µM] | 8% | 10%[46.1 µM]
CCOC(=O)N1CCN(C(=O)/C=C/c2ccc3c(c2)OCO3)CC1 | 1% | -1.8% | 2% | 13% | 0% | -4% | 7%
NC(=O)CC(NC(=O)Cc1ccc(Cl)cc1)c1ccc(NC2CCCCC2)c([N+](=O)[O-])c1 (configuration not stated) | -18%[9.22 µM] | 1.7% | . | -2% | . | . | 6%
CC(=O)Oc1ccc2c(=O)c(-c3ccccc3)coc2c1 | -7% | -2.6% | -15% | 10% | -15% | -2%[46 µM] | -6%
COc1cc(CNCc2ccccc2C(F)(F)F)cc(OC)c1 | ? | -0.8% | 3% | -5% | 7% | -10%[46 µM] | 0%
COc1ccc(-n2cnnc2SCc2ncc(-c3ccccc3)o2)cc1 | ? | -3.9% | 1% | -6% | 4%[38.3 µM] | ? | -12%[46.1 µM]
N#CC1=C2C=CC=CN2CC1=O | 24% | -0.2% | -1% | -5% | -11%[38.3 µM] | 0% | 6%[46.1 µM]
Brc1ccc(-c2noc(COc3ccc4ccccc4c3)n2)o1 | 8% | -0.2% | -2% | 19% | 4%[38.3 µM] | -10% | -8%[46.1 µM]
C=CCOC(=O)c1cn(CC)c2nc(C)ccc2c1=O | -25% | 0.1% | 0% | 5% | -3% | 6%[46 µM] | 10%
Cc1ccccc1C(=O)NNC(=O)c1cc(N)cc([N+](=O)[O-])c1 | -9% | 2.1% | -8% | 3% | 2% | 7% | 4%
CC(=O)Nc1sc(N/N=C\c2ccccc2F)nc1-c1cccs1 | ? | 0.0% | 4% | -1% | 9% | -5% | -18%
O=C(Nc1cccn(Cc2c(Cl)cccc2Cl)c1=O)C1CC1 | 14% | -4.4% | -1% | -3% | 16% | . | -15%
CN1CCN(C(=O)c2cc(COc3c(F)cccc3F)on2)CC1c1ccccc1 (configuration not stated) | 44%[9.22 µM] | ? | -1% | 1% | 28% | . | ?
O=C(Cc1ccc([N+](=O)[O-])cc1)c1ccc(O)cc1O | -6%[9.22 µM] | 2.5% | . | -3% | . | . | -23%
CN(C)CCCN=Cc1c(-c2ccccc2)[nH]n(-c2nc3ccccc3s2)c1=O | 16%[9.22 µM] | 0.0% | -1% | -6% | 1% | ? | 3%
COc1ccc(-c2cc(C(=O)Nc3cc(C)n(Cc4ccc(Cl)cc4)n3)no2)cc1OC | -3% | 5.2% | -1% | 4% | -3%[38.3 µM] | ? | -4%[46.1 µM]
COc1cccc(-c2cc(C(=O)NCc3ccc(Cl)cc3)no2)c1 | 7% | -6.3% | -2% | -14% | 18%[38.3 µM] | -13% | -19%[46.1 µM]
CCOC(=O)Cn1c(=O)oc2cc(S(=O)(=O)NCCC(C)C)ccc21 | 20% | -0.2% | 1% | 1% | -3%[38.3 µM] | -1% | -21%[46.1 µM]
COC(=O)C(O)(NC(=O)NC(C)=O)C(F)(F)F (configuration not stated) | -10% | ? | 6% | 3% | 11%[38.3 µM] | 8% | -6%[46.1 µM]
O=C(CSc1ccccc1)Nc1ccc(NC(=O)c2ccco2)cc1 | -11% | -3.2% | -1% | -4% | -4%[38.3 µM] | -1% | -8%[46.1 µM]
Cc1ccc2nsnc2c1NC(=O)c1ccc2c(c1)OCCO2 | -1% | 0.9% | -6% | 6% | 32%[activator][38.3 µM] | -3% | -2%[46.1 µM]
O=C(OCc1nc2ccccc2[nH]1)C12CC3CC(CC(C3)C1)C2 | 11% | -2.0% | -1% | 2% | -9%[38.3 µM] | 3% | -11%[46.1 µM]
CCN1CCS/C1=C/C=C/C1=[N+](CC)CCS1 | 0.5µM* | -1.8% | 0% | -4% | 19% | ? | -21%

Some of these compounds in order of formula weight, lowest first.
SMILES | HTT aggregate | Epigenetic reg | Luc counter | CBFb RUNX1 block | IMPase Li inh | LMNA splice mod | NPSR antag
N#CC1=C2C=CC=CN2CC1=O | 24% | -0.2% | -1% | -5% | -11%[38.3 µM] | 0% | 6%[46.1 µM]
C=CCOC(=O)c1cn(CC)c2nc(C)ccc2c1=O | -25% | 0.1% | 0% | 5% | -3% | 6%[46 µM] | 10%
CCOC(=O)Cc1csc(NC(=O)CSc2nncn2C)n1 | 9% | 2.9% | 1% | -10% | 0% | -10% | -10%[46.1 µM]
O=C(Nc1ccccc1C(=O)N1CCCC1)C1COc2ccccc2O1 (configuration not stated) | 14% | 1.1% | -5% | 9% | 2% | -11%[9.22 µM] | 5%
COc1ccc(-n2cnnc2SCc2ncc(-c3ccccc3)o2)cc1 | ? | -3.9% | 1% | -6% | 4%[38.3 µM] | ? | -12%[46.1 µM]
CCOC(=O)Cn1c(=O)oc2cc(S(=O)(=O)NCCC(C)C)ccc21 | 20% | -0.2% | 1% | 1% | -3%[38.3 µM] | -1% | -21%[46.1 µM]
